Source: PubChem (several laboratories)
GSK3beta inhib – human GSK3beta kinase inhibitors, primary screen, biochemical, cell-free homogeneous, HTS; Glycogen synthase kinase-3 beta (Homo sapiens), P49841; GST-GSK3beta kinase, ADP-Glo luminescence, 60 min; active compounds read low; activity score (negative = inhibition), % at 10 µM; hit rate 0.038% among 300,000;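 active = more than half of replicate wells score below -50%, meaning over 50% inhibition versus plate controls; inconclusive = some replicates but at most half score below -50%; inactive = no replicate scores below -50%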;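 note: 0% = median DMSO wells and -100% = median GW8510 positive control wells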
Target sequence (P49841 whole entry, looked up): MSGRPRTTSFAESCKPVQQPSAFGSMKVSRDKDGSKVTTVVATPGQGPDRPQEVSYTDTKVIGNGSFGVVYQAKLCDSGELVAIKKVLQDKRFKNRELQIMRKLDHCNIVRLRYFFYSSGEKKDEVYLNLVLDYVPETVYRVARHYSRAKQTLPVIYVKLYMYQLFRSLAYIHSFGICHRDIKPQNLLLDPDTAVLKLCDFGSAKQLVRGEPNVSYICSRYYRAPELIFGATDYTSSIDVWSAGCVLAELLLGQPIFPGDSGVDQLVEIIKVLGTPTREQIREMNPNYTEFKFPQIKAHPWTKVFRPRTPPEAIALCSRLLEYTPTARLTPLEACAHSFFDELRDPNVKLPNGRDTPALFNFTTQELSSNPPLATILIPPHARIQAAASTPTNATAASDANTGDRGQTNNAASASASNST
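Test system – GST-tagged human GSK3beta kinase, cell-free · Incubation – 60 min enzyme reaction, room temperature · Signal – ADP-Glo luminescence · Also added – peptide substrate and ATP at 25 µM · Controls – DMSO neutral wells and GW8510 at 20 µM as positive · Buffer or medium – Tris/MgCl2 kinase buffer · Measure – Luminescence-derived activity versus plate DMSO and GW8510 wells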
Dyrk1A ADPGlo – rat Dyrk1A kinase inhibitors, primary screen, biochemical, single point, plate reader. Dual specificity tyrosine-phosphorylation-regulated kinase 1A (Rattus norvegicus), Q63470. ADP-Glo luminescence, NFATc1 peptide. inhibition, % at 12.5 µM. hit rate 0.43% among 310,000; in the data active = inhibition above about 50%;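 note: plate controls were vehicle with enzyme for no effect and no enzyme for full effect; many of its hits are not listed in these tables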
IEC-6 cytotox – cytotoxicity in IEC-6 intestinal epithelial cells, primary screen, cytotoxicity control for KLF5 inhibitor project, cell-based, luminescence | IEC-6 cytotoxicity, luminescence viability | inhibition, % at 5 µM | hit rate 0.78% among 290,000; in the data active = inhibition above about 22%;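 note: 0% = plate median of test compound wells and 100% = cytotoxic reference compound wells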
HSP90 refold inh – HSP90 inhibitors, primary screen, cell lysate, luminescence; hit rate 0.91% among 290,000; AID 1789, 2009; Rabbit reticulocyte lysate, luciferase refolding luminescence, 3 h; Heat shock protein HSP 90 (rabbit reticulocyte lysate; luciferase refolding); inhibition, % at 5.6 µM;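 active = inhibition above the screen-wide mean plus 3 SD, computed separately per campaign, cut at about 16% in these data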;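 note: 0% = DMSO wells and 100% = 60 µM geldanamycin wells; inhibitors lower the luminescence because luciferase stays unfolded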
Platelet DG rel – inhibitors of platelet dense granule secretion, primary screen, cell-based, MLPCN, human platelets; human platelet-rich plasma, SFLLRN dense granule ATP release, luminescence; inhibition, %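 (compounds screened at 7.5 µM in platelet-rich plasma)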; hit rate 0.22% among 300,000; AID 1663, 2009;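 active = mean replicate score, as percent of positive control, at or above 50; inconclusive = mean below 50 but at least one replicate at or above 50; inactive = mean and every replicate below 50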
KLF5 inhibitor – KLF5 expression inhibitors, primary screen, DLD-1 cells, luminescence; inhibition, % at 5 µM; DLD-1 KLF5 promoter-luciferase reporter; AID 1700, 2009; hit rate 0.23% among 290,000;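 active = inhibition above a per-plate limit of that plate's mean compound inhibition plus 3 SD, cut at about 60% in these data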;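 note: 0% = DMSO wells and 100% = LY294002 at 200 µM; higher means less KLF5 promoter-driven luciferase light; inactives centre near -14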
GSK3 alpha inh – blockers of GSK3A enzyme activity – biochemical, luminescence, cell-free homogeneous, HTS, primary screen | GSK-3 alpha kinase, ADP-Glo luminescence, 60 min | hit rate 0.1% among 320,000 | Glycogen synthase kinase-3 alpha (Homo sapiens), P49840 | inhibition, % at 10 µM;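 in the data active = inhibition above about 50%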;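 note: GST-tagged GSK-3 alpha with peptide substrate and 25 µM ATP; 0% = DMSO neutral wells and 100% = GW8510 positive control wells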
Target sequence (P49840 whole entry, looked up): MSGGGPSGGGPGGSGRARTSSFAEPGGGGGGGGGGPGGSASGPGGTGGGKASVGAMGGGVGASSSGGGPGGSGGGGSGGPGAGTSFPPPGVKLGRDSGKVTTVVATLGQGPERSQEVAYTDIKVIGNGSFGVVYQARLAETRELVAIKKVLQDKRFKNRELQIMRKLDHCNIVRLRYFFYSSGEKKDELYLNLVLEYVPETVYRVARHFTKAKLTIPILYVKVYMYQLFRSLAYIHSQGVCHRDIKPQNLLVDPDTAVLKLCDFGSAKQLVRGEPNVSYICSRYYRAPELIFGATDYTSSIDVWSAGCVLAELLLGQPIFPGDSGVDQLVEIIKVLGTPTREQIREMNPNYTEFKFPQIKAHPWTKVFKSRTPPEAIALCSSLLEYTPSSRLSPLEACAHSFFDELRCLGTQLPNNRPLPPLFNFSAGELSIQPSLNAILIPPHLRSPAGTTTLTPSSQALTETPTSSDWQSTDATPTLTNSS
HSF1 inhib – HSF1 inhibitors in luciferase reporter cells, primary screen, cell-based, NIH3T3, luminescence; NIH3T3-HGL HSE-luciferase, MG132-induced, luminescence 8 h; active compounds read low; activity change, negative = inhibition, % at 7.5 µM (by protocol); hit rate 0.77% among 300,000; AID 2098, 2009;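 active = more than half of replicate wells show activity change below -50%, luminescence cut by over half; inconclusive = some wells, but at most half, below -50%; inactive = no replicate well below -50%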;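 note: luciferase reports HSF-1 transcriptional activity via heat shock element; 0% = median of DMSO wells and -100% = zero luminescence signal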
HSF-1 act – HSF-1 activators, primary screen, NIH3T3-HGL cells, MG132 stress, luminescence, single point | activation, % at 9 µM | hit rate 1.7% among 300,000 | AID 504408, 2011 | NIH3T3-HGL HSF-1 luciferase reporter, 8 h; 100% = twice DMSO control signal;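 active = mean replicate activation of at least 50% with a set share of replicates each reaching 50%; inconclusive = only one of those two conditions met; inactive = mean below 50% and too few replicates reaching it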;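 note: 0% = median of the neutral control wells and 100% = twice that signal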
aSyn UTR inh – MLPCN primary screen, SNCA 5' untranslated region. hit rate 0.82% among 300,000. AID 1813, 2009. inhibition, % (tested at 7.5 µM). alpha-synuclein 5'UTR reporter, inhibitor activity; in the data active = inhibition above about 60%; inconclusive = no clear call, values can overlap the other calls;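 note: H4 neuroglioblastoma cells stably carrying SNCA 5'UTR luciferase fusion; 0% = DMSO wells and 100% = positive control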
* = called active by the depositor; u = inconclusive; x = not tested or not shown. An excerpt. The share of hits here may be higher or lower than overall.

SMILES	GSK3beta inhib	Dyrk1A ADPGlo	IEC-6 cytotox	HSP90 refold inh	Platelet DG rel	KLF5 inhibitor	GSK3 alpha inh	HSF1 inhib	HSF-1 act	aSyn UTR inh
CC(C)Cc1csc(NC(=O)c2ccc(Cl)cc2)c1C(=O)O	4	-4	5	-8	2	-33	-4	0	15	-46
c1ccc(OCCOCCSc2ncccn2)cc1	-3	-3	3	5	-1	-21	x	13	4	-23
O=C(NNC(=O)c1ccccc1OCc1ccccc1Cl)c1csc(N2CCOCC2)n1	1	6	11	1	-3	-28	5	-3	12	0
O=C(Nc1cccc(C(F)(F)F)c1)n1cc(-c2ccccn2)c(N2CCOCC2)n1	3	-2	5	-3	-5	-28	8	-10	-3	-5
Cc1cccc(NC(=O)Nc2c(C)n(C)n(-c3ccccc3)c2=O)c1	2	-3	-5	-4	-9	-24	-2	8	6	-1
O=C1N(CN2C(=O)C3(OCCO3)c3ccccc32)c2ccccc2C12OCCO2	-2	3	1	0	-20	-13	-6	0	-16	29
CS(=O)(=O)N1CCCC(C(=O)N2CCN(c3cccc(Cl)c3)CC2)C1 (stereo unspecified)	0	-2	6	4	4	-22	-4	0	10	22
CCN(C(=O)COC(=O)c1cc(=O)[nH]c2ccccc12)C1CCS(=O)(=O)C1 (stereo unspecified)	2	-2	-2	0	0	-44	0	-6	-4	3
N#CCCN(C(=O)CCl)c1cccc(Cl)c1	0	-2	-2	1	1	0	-1	2	41	-48
CCCCn1c(SCC(=O)N2CCCC2)nnc1-c1ccccc1	4	4	3	8	4	7	-2	2	5	17
CC(C)(C)SCCNC(=O)CN(c1ccccc1)S(=O)(=O)c1ccc(F)cc1	0	-1	-8	2	2	-15	-2	-2	-7	19
COC(=O)CCNS(=O)(=O)c1ccc2ccccc2c1	5	5	0	0	-5	15	4	-3	4	2
Cc1cc(NC(=O)Cc2ccc(Br)cc2)no1	0	-1	0	3	4	-16	0	-2	4	0
CN(C(=O)c1cccnc1)c1nnc(-c2ccccn2)s1	-3	-12	7	4	1	-98	1	18	40	-98
O=C(CCC1CCCCC1)Nc1ccccc1C(=O)N1CCOCC1	-3	-1	-4	1	0	1	2	14	23	3
O=C(O)c1cc(-c2ccccc2)n(-c2ccc(Cl)cc2Cl)n1	4	-2	-7	-5	1	-23	-2	0	-5	13
Cc1ccc(S(=O)(=O)N2CCC(=O)N(CCO)CC2)cc1	-1	-3	0	0	0	2	-4	-4	0	11
CCc1ccccc1N(CC(=O)NCc1ccco1)C(=O)c1snc(C(N)=O)c1N	-9	-7	2	-2	10	-30	0	2	-7	-4
COc1ccc2cc(CN(CC3CCCO3)C(=O)Nc3ccccc3)c(=O)[nH]c2c1 (stereo unspecified)	-1	-4	-3	2	1	6	-2	9	24	8
O=C(Nc1cccc(C(F)(F)F)c1)C1CCN(S(=O)(=O)c2ccc(N3CCCC3=O)cc2)CC1	-1	-1	18	5	-9	-14	-2	-16	-17	14
CCCC(=O)Nc1nc(C)c(C(C)=O)s1	-20	1	-3	-1	0	-6	9	-9	-2	-6
O=[N+]([O-])c1ccc(CNc2cccc(Cl)c2)s1	0	x	3	4	0	-21	-2	13	45	-5
NC(=O)C1=C[C@H](c2csc3ccccc23)C[C@H](OCCCCO)O1	0	2	-3	6	-3	-2	-1	10	-7	5
CNC(=S)Nc1ccc(C23CC4CC(CC(C4)C2)C3)cc1	1	1	4	-5	0	-22	-2	-14	-11	-42
C/C(=N\Nc1cccc2cccnc12)c1ccccc1O	-2	-2	13	-1	4	-38	-2	30	54*	-204
Additional records follow.
SMILES	GSK3beta inhib	Dyrk1A ADPGlo	IEC-6 cytotox	HSP90 refold inh	Platelet DG rel	KLF5 inhibitor	GSK3 alpha inh	HSF1 inhib	HSF-1 act	aSyn UTR inh
C[C@H](NC(N)=O)C(=O)OCC(=O)NCc1cccs1	-1	-9	-1	0	3	-78	-2	3	9	0
COc1cccc(NC(=S)NNC(=O)CCn2cc([N+](=O)[O-])cn2)c1	0	-1	4	1	-9	-16	-1	-3	15	-27
O=C(NCCc1ccc(C(F)(F)F)cc1)C1CCC(=O)N(C2CC2)C1 (stereo unspecified)	3	1	2	3	-5	-3	7	-8	-1	-16
Cc1cc(NS(=O)(=O)c2ccc(NC(=O)COc3ccc(Br)cc3)cc2)nc(C)n1	3	-1	0	-1	-5	-24	-3	5	0	-17
CC[C@H](C)C1NC(=O)[C@H](CC(=O)O)NC(=O)c2cc([N+](=O)[O-])cc(I)c2NCCC(C(N)=O)NC1=O (stereo partly specified)	3	2	5	-2	4	-4	-2	-4	-21	-14
CCNC(=S)Nc1scc(-c2ccccc2)c1C(=O)OCC	1	-5	5	6	-2	-57	-1	1	18	6
COCCNc1c(-c2ccc(OC)c(OC)c2)nc2ccc(Cl)cn12	-20	1	8	20*	7	-20	-4	8	19	-1
Nc1ccccc1-c1nc2ccccc2[nH]c1=O	0	2	5	1	-1	-14	-1	10	14	-141
Cc1nc2cc(NS(=O)(=O)c3c(C)c(C)cc(C)c3C)ccc2s1	0	0	6	3	2	-12	-4	4	-12	9
COc1ccccc1CNC(=O)c1c(-c2ccccc2)nn(-c2ccccc2)c1C	-6	0	0	-2	3	-14	1	1	-1	14
CC(=O)/C(=N\Nc1ccc(C)cc1)N1CCOCC1	5	-2	2	-2	13	6	-6	9	7	-33
Cc1ccc2nc(-c3ccccc3)cc(C(=O)NCC(c3ccco3)N(C)C)c2c1 (stereo unspecified)	1	-6	x	x	3	x	0	8	6	-8
O=[N+]([O-])c1ccc(OCc2nnc(-c3ccccc3)o2)cc1	1	0	10	3	-3	-1	-3	-1	28	1
COc1ccc(C(=O)NCCC2=CCCCC2)cc1	2	-1	-19	32*	-10	-125	-3	-4	6	u
O=C(CS(=O)(=O)Cc1ccccc1)N1CCN(Cc2ccc3c(c2)OCO3)CC1	1	-1	1	3	-2	-2	-3	-5	-9	-23
O=C(c1ccco1)N1CCN(c2nc3ccccc3c(=O)n2-c2ccccc2)CC1	3	0	7	-2	-9	-29	-1	-4	-1	10
Cc1ccc(NC(=O)Cn2c(O)c(N=NC(N)=S)c3ccccc32)cc1	0	0	1	9	-2	-19	-4	-2	10	-15
CC(Oc1ccccc1Cl)C(=O)N(Cc1ccco1)C1CCS(=O)(=O)C1 (stereo unspecified)	1	-2	-7	0	-2	-46	-2	x	x	-19
COc1ccc(CC2=C(O)c3ccccc3C(=O)C2=O)cc1	0	5	4	0	0	-19	-6	3	1	9
OCC1CCCCN1C(=S)Nc1ccc(Cl)cc1Cl (stereo unspecified)	3	0	-2	-6	5	0	1	8	-10	-10
Cc1cccc(NC(=S)NC2CCCCC2)n1	2	0	9	0	-1	7	-3	-1	2	15
CCOC(=O)/C(C#N)=C(\N)C(C)C(=O)Nc1ccccn1 (stereo unspecified)	-1	0	-5	4	4	-20	-1	-8	-2	-8
O=c1[nH]ncn1-c1ccc(Br)cc1	-2	5	-4	-1	-1	3	4	-11	-15	-6
CCOC(=O)COc1cnc2ccccc2n1	-3	3	0	-2	1	-23	x	-8	7	1
CN(C)Cc1c(C(=O)N/N=C/c2cccc(OCc3ccc(F)cc3)c2)nnn1-c1nonc1N	-1	-3	-4	-2	-2	-5	0	6	7	-8
New compounds follow:
SMILES	GSK3beta inhib	Dyrk1A ADPGlo	IEC-6 cytotox	HSP90 refold inh	Platelet DG rel	KLF5 inhibitor	GSK3 alpha inh	HSF1 inhib	HSF-1 act	aSyn UTR inh
Cc1cccc(N(C(=O)CCC(=O)Nc2nccs2)C(C(=O)NC(C)(C)C)c2ccc(O)cc2)c1 (stereo unspecified)	-1	-3	-6	-2	-6	-12	0	-13	5	-1
O=C(c1ccc(Cl)cc1[N+](=O)[O-])N1CCc2ccccc2C1	-1	-1	-2	7	1	-17	0	-3	13	-15
CCOc1ccc(N2C(=O)Nc3ccccc3C2(O)C(=O)NCc2ccc3c(c2)OCO3)cc1 (stereo unspecified)	2	-2	6	3	-1	1	-2	-1	1	30
Cc1cc(NC(=O)c2ccc(Cl)cc2)ccc1NC(=O)c1ccccc1Cl	-2	-5	6	2	11	-16	-1	12	2	-2
Cc1ccc(-n2nc3cc(C)c(N)cc3n2)cc1	-6	-7	8	2	3	-17	0	20	18	54
Cc1ccc(C(=O)N2CCN(C34CC5CC(CC(C5)C3)C4)CC2)o1	-4	x	-5	0	-26	-28	-1	-4	-18	-18
Cc1ccnc(N/C=C(\C#N)c2nc(-c3cccc(Br)c3)cs2)c1	1	0	-9	0	-6	-12	-3	2	19	-12
O=C(/C=C/c1ccco1)NCCc1ccc(F)cc1	0	2	-2	13	-15	-31	-1	2	5	-37
CC(C)OC(=O)c1cn(-c2ccccc2)nc1-c1ccc2c(c1)OCCO2	2	9	-4	12	-2	23	-1	0	-3	21
FC(F)(F)c1nnc2ccc(Cl)nn12	4	x	-3	2	3	-12	1	1	9	-1
C=C(C)[C@@H]1CCC2(C(=O)O)CC[C@]3(C)[C@H](CC[C@@H]4[C@@]5(C)CCC(=O)C(C)(C)[C@@H]5CC[C@]43C)[C@@H]12 (stereo partly specified)	2	2	2	-1	11	10	-3	-2	10	2
CCNC(=S)N1CCC(Cc2ccccc2)CC1	1	-6	0	-3	-2	-35	1	-2	10	-12
CC(=O)N1c2ccc(S(=O)(=O)NCCC(=O)NCc3ccc(F)cc3)cc2CC1C (stereo unspecified)	-1	-2	-5	-3	17	-38	0	5	8	17
CC(=O)Nc1cccc(/C(C)=N/NC(N)=S)c1	4	-2	2	2	1	-11	-4	-7	21	25
CN(C)CCCOC(=O)c1ccc(Cl)cc1	1	-34	-5	-3	5	-15	0	-3	-10	9
Cc1ccc(/C=C/c2onc(C)c2S(=O)(=O)N2CCC(C(=O)N3CCN(C)CC3)CC2)cc1	-1	x	-2	1	-2	-16	-1	-11	-9	16
CCOc1ccc(N(CC(=O)NCc2ccccc2)C(=O)CCC(=O)Nc2nccs2)cc1	-2	5	0	0	0	-16	-2	-3	-3	9
CCc1c(C)c(C#N)c2nc3ccccc3n2c1NCc1ccco1	-25	22	10	2	-10	16	36	1	-8	18
CN1CCN(S(=O)(=O)c2cc(Cl)c(Cl)cc2Cl)CC1	1	-6	5	0	-5	-24	-1	-4	-1	-3
Cc1nn(CC(=O)c2cccc(Cl)c2)c(C)c1[N+](=O)[O-]	2	x	-1	-2	14	-51	-2	-6	6	-14
